DENV2 CPE – inhibitors of DENV2 cytopathic effect | CPE inhibition, % at 9.99 µM | DENV2-infected cells, cytopathic effect rescue, plate reader | actives 1.7% (n = 350,000); in the data active = CPE inhibition above about 20%, passing the limit was not always enough; inconclusive = no clear call, values can overlap the other calls; tested in BHK-21 cells;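 also: 0% = median of neutral control wells and 100% = median of positive control wells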
LGR2 inh – inhibitors of bursicon-induced Drosophila LGR2 receptor cAMP signaling; HEK293 LGR2, CRE-luciferase, bursicon-stimulated, 4 h; inhibition, % at 9.99 µM; actives 0.35% (n = 380,000);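 active = drop in luminescence signal, shown as inhibition above about 50% in the replicate tests, limit read from the data, passing the limit was not always enough; inconclusive = probably only some replicates passing the limit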;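 also: agonist challenge used bursicon conditioned medium at about half maximal strength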
SIRT5 block – sirtuin-5 (human) deacylase inhibition | Purified SirT5, succinyl-peptide AMC, trypsin-coupled fluorescence | inhibition, % at 15 µM | actives 1.1% (n = 330,000) | AID 652115; in the data active = inhibition above about 15%; inconclusive = no clear call, values can overlap the other calls
Target sequence (Q9NXA8 whole entry, looked up): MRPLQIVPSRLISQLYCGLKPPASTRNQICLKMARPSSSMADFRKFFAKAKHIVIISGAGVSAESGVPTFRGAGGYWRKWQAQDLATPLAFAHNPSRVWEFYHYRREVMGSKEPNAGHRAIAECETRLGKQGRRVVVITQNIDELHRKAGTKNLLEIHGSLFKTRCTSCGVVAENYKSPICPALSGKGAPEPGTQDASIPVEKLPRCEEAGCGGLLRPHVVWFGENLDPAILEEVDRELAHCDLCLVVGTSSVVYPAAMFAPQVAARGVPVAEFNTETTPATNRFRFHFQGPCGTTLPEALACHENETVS
EWS-Fli block – inhibitors of EWS/Fli oncoprotein transcriptional activity. A673 NR0B1-luciferase reporter, viability-normalised. inhibition, % at 12.6 µM. actives 0.67% (n = 350,000). AID 651661;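 active = mean inhibition of at least 50% after viability correction, with every replicate also passing that limit; inconclusive = mean reaches 50% but only one of two replicates passes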;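 also: firefly luciferase signal divided by Alamar Blue viability fluorescence both relative to DMSO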
PAX8 reporter – inhibitors of PAX8 transcriptional activity in RMG-I cells | inhibition, % at 12.6 µM | RMG-I TPO-luciferase reporter, SteadyGlo, 24 h | actives 1.2% (n = 360,000);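 active = mean replicate inhibition at least 60% with every replicate also reaching 60%; inconclusive = only one of the two criteria is met; inactive = mean below 60% and not all replicates reaching 60%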;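 also: luciferase light reporting Pax8 driven TPO promoter activity; plate controls were median of neutral control wells for no effect and mitoxantrone controls for full effect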
CASP6 VEID inh – blocks human caspase-6 cleavage activity | P55212 | purified caspase-6, Z-VEID-R110 cleavage fluorescence | inhibition, % at 12.5 µM | actives 0.53% (n = 350,000);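 active = mean inhibition across replicates at least about 35%, with every replicate also reaching that limit, limit read from the data; inconclusive = only one of the two criteria met; inactive = neither criterion met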;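 also: 0% = median of neutral control wells and 100% = no fluorescence left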
Target sequence (P55212 24-179 limits assumed): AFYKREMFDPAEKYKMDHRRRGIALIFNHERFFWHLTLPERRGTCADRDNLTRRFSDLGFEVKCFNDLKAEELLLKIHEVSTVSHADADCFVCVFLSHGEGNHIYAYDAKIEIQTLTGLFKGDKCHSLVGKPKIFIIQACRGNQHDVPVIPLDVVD
Target sequence (P55212 194-293 limits assumed): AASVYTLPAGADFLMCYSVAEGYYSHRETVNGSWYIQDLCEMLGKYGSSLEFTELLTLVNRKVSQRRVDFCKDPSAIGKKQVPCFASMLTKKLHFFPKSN
ARNT TACC3 PPI – disruptors of human ARNT/TACC3 interaction; AID 623870; Q9Y6A5; actives 0.66% (n = 390,000); AlphaScreen His-ARNT PAS-B/GST-TACC3 binding, luminescence; TACC3 fragment carries E629A point mutation; inhibition, % at 9.99 µM;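 active = mean inhibition of replicates at least 50% and at least half of replicates each reaching 50%; inconclusive = half or more replicates reach 50% but mean below 50%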;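 also: 0% = complete ARNT plus TACC3 wells and 100% = ARNT alone without TACC3; many hits fall short of the cut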
Numbers without * were called inactive; ? = inconclusive; nt = not tested or not shown. Hits appear at their usual frequency; overall some 4.9% were active at least once.

Below each SMILES – DENV2 CPE, LGR2 inh, SIRT5 block, EWS-Fli block, PAX8 reporter, CASP6 VEID inh, ARNT TACC3 PPI
O=C(CN1CCOCC1)N[C@H]1CC[C@H](CCNC(=O)C2CCCC2)O[C@@H]1CO
 : 9, -1, 0, 3, -11, 2, -5
O=C(O)CCCCCCCCc1cn(CN2C(=O)c3ccccc3C2=O)nn1
 : nt, 2, 2, 1, 7, 2, -1
CCc1ccc(-c2cc(C)no2)cc1S(=O)(=O)N1CCN(c2ccc(F)cc2)CC1
 : -7, 12, 6, 12, 39, -1, 5
CCS(=O)(=O)N1Cc2ccccc2CC1C(=O)N(C)CC(=O)Nc1ccc(OC)cc1 (stereo unspecified)
 : -4, -1, -8, 0, 2, -100, 9
CN(Cc1ccccc1F)C(=O)C1CCCN(C(=O)c2ccc(Cl)cc2)C1 (stereo unspecified)
 : -2, 1, -3, 0, 11, 1, 3
COc1ccc(-n2c(SCc3ccccn3)nc3c(c2=O)SCC3)cc1OC
 : -5, 18, 0, 4, 13, 0, -3
C[C@@H]1CN([C@@H](C)CO)C(=O)c2cc(NC(=O)Nc3cccc4ccccc34)ccc2O[C@H]1CN(C)Cc1ccc(Cl)c(Cl)c1
 : 18, 29, -4, 9, nt, -1, 9
CC(C)(C)c1cc(C(=O)C[n+]2ccc(C(=O)NCCCO)cc2)cc(C(C)(C)C)c1O
 : -4, -7, 0, 8, 5, -8, 1
O=C(Nc1ccc(F)cc1)Nc1cnccn1
 : 7, -2, -4, nt, 0, 0, nt
O=C(Nc1cccc(-c2ccc(N3CCOCC3)nn2)c1)c1cccc(Cl)c1
 : -8, -46, -6, -53, -14, 8, nt
O=C(CCCN1C(=O)/C(=C/c2ccccc2Cl)SC1=S)Nc1cccnc1
 : 0, 10, 1, nt, 81*, -1, 16
COc1ccc(CN(C)C[C@H]2Oc3ccc(NC(=O)Nc4cccc5ccccc45)cc3C(=O)N([C@H](C)CO)C[C@H]2C)cc1
 : 1, nt, -2, 5, 4, 3, 0
CN1C(=O)c2cc(NC(=O)c3ccno3)ccc2OC[C@H]2O[C@@H](CC(=O)NC3Cc4ccccc4C3)CC[C@@H]21
 : 53*, 0, 9, 1, -5, 3, -11
CC(C)NC(=O)Nc1ccc2c(c1)CC(=O)N([C@@H](C)CO)C[C@@H](C)[C@H](CN(C)C(=O)Nc1ccc3c(c1)OCO3)O2
 : nt, 2, 5, 0, -31, nt, 11
O=C(C[C@H]1C=C[C@@H](NC(=O)c2cccnc2)[C@@H](CO)O1)NCc1ccc(Cl)c(Cl)c1
 : -4, 11, 1, -1, 6, -1, 32

(listing goes on)
Below each SMILES – DENV2 CPE, LGR2 inh, SIRT5 block, EWS-Fli block, PAX8 reporter, CASP6 VEID inh, ARNT TACC3 PPI
Cc1ccc(N(CCC(=O)O)S(=O)(=O)c2ccc(C)cc2)cc1
 : nt, -8, nt, nt, 0, nt, -4
O=C(COC(=O)C1CCC1)Nc1cc(S(=O)(=O)N2CCCCC2)ccc1Cl
 : 0, -19, -2, 1, -11, 4, 1
CCCNC(=O)N(C)C[C@H]1Oc2cc(-c3cccnc3)ccc2S(=O)(=O)N([C@H](C)CO)C[C@H]1C
 : 0, 9, 5, -7, nt, 0, -10
Cn1c(=O)c2[nH]c(Cc3cccc(O)c3)nc2n(C)c1=O
 : -7, -17, nt, -29, -14, -3, -27
CCn1nc(NC(=O)CC(C)C)c2cc3cccc(C)c3nc21
 : -1, -1, -6, 2, 5, -1, 2
COc1ccc(NC(=O)CCN2CCN(S(=O)(=O)c3ccc(F)cc3)CC2)cc1
 : 0, -11, -4, 1, 4, -5, 2
C[C@H](NC(=O)N1CCn2c1nc1ccccc12)C(=O)NC1CCCCC1
 : 5, 6, -2, nt, -2, 2, 0
C[C@H]1CCCCO[C@H](CN(C)S(=O)(=O)c2cn(C)cn2)[C@@H](C)CN([C@@H](C)CO)C(=O)c2cc(NS(C)(=O)=O)ccc2O1
 : -5, -5, 3, -17, nt, -5, 1
COc1ccc(NC(=O)c2cc(-c3ccco3)on2)cc1
 : 3, -40, 3, -85, -149, -3, -4
CCc1ccc(C(=O)CSc2nc(C)cc(=O)[nH]2)cc1
 : 2, -6, -2, -3, -45, 1, 14
COC(=O)C1=C(C)N(CC(C)C)C(=S)NC1c1ccc(-c2ccccc2)cc1 (stereo unspecified)
 : -5, 11, 1, -22, 19, 0, nt
Cc1ccc(S(=O)(=O)NCCCNS(=O)(=O)c2ccc(C)cc2)cc1
 : 1, -12, -2, 4, 13, 1, nt
CSCCC(C(=O)OCC(=O)c1ccc(C)c(C)c1)N1C(=O)c2ccccc2C1=O (stereo unspecified)
 : -8, -1, -3, -2, 8, 0, -3
CNC[C@H]1Oc2ncc(C#Cc3ccccc3F)cc2C(=O)N([C@@H](C)CO)C[C@H]1C
 : 71*, 3, -2, -4, -4, 0, 11
CC1CC(C)CN(S(=O)(=O)N2CCCC(C(=O)NC3CCCCC3)C2)C1 (stereo unspecified)
 : -2, 3, 0, -1, -2, -2, -2

(cont.)
SMILES	DENV2 CPE	LGR2 inh	SIRT5 block	EWS-Fli block	PAX8 reporter	CASP6 VEID inh	ARNT TACC3 PPI
O=C(Nc1nccs1)c1ccc(Cl)s1	-7	-41	nt	-84	-133	-2	1
COc1ccc(-c2ccc3c(c2)c(-c2cccs2)c(-c2cc(OC)cc(OC)c2)n3C)cc1	-1	-6	-3	-2	-12	-1	-11
C[C@H]1CN([C@@H](C)CO)C(=O)c2cccc(NC(=O)Nc3ccc(F)cc3)c2O[C@H]1CN(C)Cc1ccc(Oc2ccccc2)cc1	2	-5	-5	0	nt	1	-2
COc1cccc2cc(S(=O)(=O)c3ccccc3)c(=Nc3ccc4c(c3)OCCO4)oc12	nt	0	nt	nt	-11	nt	0
CC1(C)CC(CCNS(=O)(=O)c2ccccc2)(c2ccccc2)CCO1 (stereo unspecified)	-6	-5	2	-4	-4	2	-2
C[C@H]1CN([C@@H](C)CO)C(=O)c2cc(NC(=O)Cn3cnnn3)ccc2O[C@H]1CN(C)Cc1ccc(Oc2ccccc2)cc1	5	-14	-1	3	12	2	1
COc1ccc(-c2cc(C)no2)cc1S(=O)(=O)N(C)c1cccc(C)c1	7	10	-1	nt	7	1	-11
COc1ccc(CN2CCCC(C(=O)c3cccc(C(F)(F)F)c3)C2)cc1O (stereo unspecified)	4	2	-2	-2	11	2	-3
C[C@H](CO)N1C[C@H](C)[C@H](CN(C)C(=O)c2ccccc2F)Oc2ncc(C#Cc3ccccc3)cc2C1=O	5	-15	3	-16	nt	0	1
COc1ccccc1CC(=O)Nc1cccc(F)c1	-8	-18	-3	-5	6	-3	-12
C[C@H]1CN([C@@H](C)CO)C(=O)c2cc(NC(=O)CCC(F)(F)F)ccc2O[C@H]1CN(C)C(=O)NC1CCCCC1	-4	-2	nt	-5	2	-4	0
CCC(C)NC(=O)C1(O)c2cc(Br)ccc2NC(=O)N1c1cccc(OC)c1 (stereo unspecified)	-6	0	-1	4	14	5	-3
CO[C@H]1CN(C)C(=O)c2cc(NC(C)=O)ccc2OC[C@H](C)N(CC2CC2)C[C@@H]1C	-1	2	5	-3	-10	-6	-4
COc1cc(C(=O)NCc2nnc(SCC(=O)Nc3ccc4c(c3)OCO4)o2)cc(OC)c1OC	nt	-6	nt	3	-2	3	nt
CCNC(=S)Nc1ccc(C)c(Cl)c1	nt	-22	nt	-2	-14	-1	nt
COc1cccc(NC(=S)N2CCc3cc(OC)c(OC)cc3C2)c1	-4	-17	-1	3	-11	-1	8
Cc1ccc(S(=O)(=O)N2CCN(C(=O)COC(=O)COc3ccc(Cl)cc3C)CC2)c(C)c1	-2	-6	6	2	5	-2	nt
O=C(Cn1c(=O)oc2ccccc21)NCCc1ccccc1	3	1	-6	15	-13	-9	-5
Cc1ccc(-c2ccc(C3[C@@H]4CN(S(=O)(=O)c5cccc(C)c5)C[C@H]3N4)cc2)cc1 (stereo partly specified)	3	nt	28*	-4	18	nt	nt
COc1ccccc1S(=O)(=O)N(C)C[C@@H]1Oc2cc(C#CCC3CCCC3)ccc2S(=O)(=O)N([C@H](C)CO)C[C@H]1C	7	nt	18*	23	?	-2	10

The final 5 records of the part before lead into the next:
SMILES	DENV2 CPE	LGR2 inh	SIRT5 block	EWS-Fli block	PAX8 reporter	CASP6 VEID inh	ARNT TACC3 PPI
COc1cccc(NC(=S)N2CCc3cc(OC)c(OC)cc3C2)c1	-4	-17	-1	3	-11	-1	8
Cc1ccc(S(=O)(=O)N2CCN(C(=O)COC(=O)COc3ccc(Cl)cc3C)CC2)c(C)c1	-2	-6	6	2	5	-2	nt
O=C(Cn1c(=O)oc2ccccc21)NCCc1ccccc1	3	1	-6	15	-13	-9	-5
Cc1ccc(-c2ccc(C3[C@@H]4CN(S(=O)(=O)c5cccc(C)c5)C[C@H]3N4)cc2)cc1 (stereo partly specified)	3	nt	28*	-4	18	nt	nt
COc1ccccc1S(=O)(=O)N(C)C[C@@H]1Oc2cc(C#CCC3CCCC3)ccc2S(=O)(=O)N([C@H](C)CO)C[C@H]1C	7	nt	18*	23	?	-2	10
Cc1cc(NC(=O)CCC(=O)N(CC(=O)NC2CCCC2)Cc2ccc3c(c2)OCO3)no1	-2	2	-8	2	-10	-3	-3
CN1CCN(C(=O)c2ccc(N(C)S(=O)(=O)c3cccs3)cc2)CC1	19	27	-6	-8	-2	1	-4
Cn1ccc2c(-c3ccc(C(F)(F)F)cc3)cc3c(c21)C1CCC3O1 (stereo unspecified)	0	?	-8	-2	11	-1	nt
C[C@@H]1CN([C@@H](C)CO)C(=O)Cc2cc(NC(=O)Nc3ccc(F)cc3)ccc2O[C@@H]1CN(C)Cc1ccc(C(F)(F)F)cc1	-1	34	10	3	nt	0	nt
CCCCc1c(-c2ccccc2OC)ncn1Cc1c(Cl)cccc1Cl	-4	8	2	-4	22	-3	nt
COC(=O)[C@@]12CCCN1[C@H](c1ccc(-c3ccc(OC)cc3)c(OC)c1)[C@H]1C(=O)N(C)C(=O)[C@H]12	-4	nt	-11	5	3	1	3
Cc1ccc([N+](=O)[O-])cc1NC(=O)CSc1n[nH]c(-c2cccnc2)n1	6	4	-1	-2	-14	2	-3
OCC1OC(c2ccc(O)cc2O)C(O)C1O (stereo unspecified)	13	1	nt	-10	-9	-1	nt
Cc1ccc(S(=O)(=O)N2CCC[C@H]2C(=O)NCc2ccccc2Cl)cc1	-4	14	nt	-1	12	-2	-2
